# GLP-1R agonist: qHTS of GLP-1 Receptor Agonists | Glucagon-like peptide 1 receptor (Homo sapiens), P43220 | HEK293 GLP-1R CRE-luciferase, luminescence, 4-6 h; cells express a hypersensitive GLP-1R form | Potency, µM (doses to about 45.6 µM), without a hit: at the highest dose activation, usual class: activators | 380,000 compounds, 0.007% hits | AID 624172, 2012; further: potency means the concentration at half of the fitted maximal effect; % of control where 0% means no effect
# GLP-1R inv ag: qHTS of GLP-1 Receptor Inverse Agonists (Inhibition Mode). Glucagon-like peptide 1 receptor (Homo sapiens), P43220. HEK293 GLP-1R CRE-luciferase, luminescence, 24 h; GLP-1R form is constitutively active. Potency, µM (top dose mostly 38.3 µM), without a hit: at the highest dose activity change, negative = inhibition, actives largely listed as inhibitors. 410,000 compounds, 1.6% hits. AID 624417, 2012; further: potency means the concentration at half of the fitted maximal effect; on the % scale 0 is the no-effect control and ±100 the full control effect; nearly all actives have a fitted effect of over 55% in size
#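 HEK293 cells stably co-expressing constitutively active GLP-1R and a cAMP-responsive luciferase reporter were seeded in DMEM with 10% Nu serum, given compounds after 12 h, and incubated 24 h at 37 deg C. Luminescence was then read.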
# D3 antag: qHTS of D3 Dopamine Receptor Antagonist: qHTS | D3R cells, DiscoveRx beta-arrestin luminescence, antagonist mode; hits give low values | max response, negative = inhibition, % | D(3) dopamine receptor (Homo sapiens), P35462 | 360,000 compounds, 2.5% hits | AID 652054, 2013; in the data active means max response below about -50%; inconclusive means no clear call, values can overlap the other calls; further: on the % scale 0 is the no-effect control and ±100 the full control effect; mostly tested at two doses, the higher about 12 µM
# Target sequence (P35462 whole entry, looked up): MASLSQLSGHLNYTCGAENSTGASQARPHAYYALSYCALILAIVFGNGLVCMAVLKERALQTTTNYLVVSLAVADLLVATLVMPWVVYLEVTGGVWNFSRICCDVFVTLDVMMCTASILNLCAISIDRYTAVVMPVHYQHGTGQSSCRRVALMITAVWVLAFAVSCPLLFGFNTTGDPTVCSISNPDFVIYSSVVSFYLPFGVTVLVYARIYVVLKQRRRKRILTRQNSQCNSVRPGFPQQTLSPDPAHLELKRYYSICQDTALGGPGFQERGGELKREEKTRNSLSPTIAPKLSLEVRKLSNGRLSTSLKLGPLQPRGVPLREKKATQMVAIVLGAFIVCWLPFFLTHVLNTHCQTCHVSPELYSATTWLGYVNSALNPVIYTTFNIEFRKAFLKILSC
#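 Cells expressing the human receptor were seeded at 1500 cells/well, incubated overnight at 37 degrees C in 5% CO2, then exposed to library compounds with dopamine controls for 90 minutes at 37 degrees C before luminescent detection.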
# PTHR1 agonist: qHTS for PTHR1 Agonists: Primary Screen; HEK293 GP2 PTHR1 cells, GloSensor cAMP luminescence, 1 h; 410,000 compounds, 0.075% hits; Parathyroid hormone/parathyroid hormone-related peptide receptor (Homo sapiens), Q03431; AID 743266, 2014; Potency, µM (series often up to 115 µM), without a hit: top-dose activation, usual class: activators; further: potency means the concentration at half of the fitted maximal effect; nearly all actives have a fitted effect of over 55% in size; some results filed as inactive show a strong effect at the top dose; inactives centre near -15; many of its hits are not listed in these tables
# Target sequence (Q03431 whole entry, looked up): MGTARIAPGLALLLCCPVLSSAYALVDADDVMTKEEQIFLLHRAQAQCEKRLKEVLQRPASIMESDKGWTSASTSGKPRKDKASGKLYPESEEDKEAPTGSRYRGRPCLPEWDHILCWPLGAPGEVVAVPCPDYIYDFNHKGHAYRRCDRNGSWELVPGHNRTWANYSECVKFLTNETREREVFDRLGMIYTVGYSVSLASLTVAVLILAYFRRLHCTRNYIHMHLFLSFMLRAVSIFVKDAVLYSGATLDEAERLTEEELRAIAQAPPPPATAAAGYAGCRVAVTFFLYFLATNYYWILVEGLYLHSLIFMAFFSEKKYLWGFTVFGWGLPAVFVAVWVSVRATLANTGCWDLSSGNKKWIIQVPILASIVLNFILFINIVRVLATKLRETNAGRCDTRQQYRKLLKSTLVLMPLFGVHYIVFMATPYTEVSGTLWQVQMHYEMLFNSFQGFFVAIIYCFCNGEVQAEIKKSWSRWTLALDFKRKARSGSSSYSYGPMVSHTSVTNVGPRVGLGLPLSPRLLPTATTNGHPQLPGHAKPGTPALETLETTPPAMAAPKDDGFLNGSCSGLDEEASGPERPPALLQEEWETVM
#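 HEK-293-derived GP2 cells expressing PTHR1 and a GloSensor cAMP reporter, 3,000/well, plated overnight, given luciferin plus IBMX (each 0.5 mM as added) for 1 h at 37 °C, then compound for 1 h at 37 °C. Luminescence was read after 15 min at room temperature.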
# KB-V1 MDR tox: qHTS assay for MDR1-selective chemotherapeutics: Primary screen using the drug-selected MDR subline cells KB-V1 | 400,000 compounds, 3.4% hits | Potency, µM (top dose mostly 46.1 µM), without a hit: at the highest dose activity change, negative = cytotoxicity, hits mostly cytotoxic | KB-V1 MDR cells viability, CellTiter-Glo, 72 h; further: potency means the concentration at half of the fitted maximal effect; on the % scale 0 is the no-effect control and ±100 the full control effect; nearly all actives have a fitted effect of over 60% in size
#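 In this primary screen, KB-V1 cells overexpressing P-gp are incubated with library compounds (lowest to highest concentration) for 72 h at 37 degrees C before a luminescent ATP viability read.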
# TDP43 rescue: qHTS of TDP-43 Inhibitors. 410,000 compounds, 1.8% hits. TDP-43 expressing yeast growth rescue, BacTiter-Glo, 24 h. AID 652104, 2013. Potency, µM (series often up to 46.1 µM), for the others: at the top dose growth rescue (activation), hits mostly activators; further: potency means the concentration at half of the fitted maximal effect; % of control where 0% means no effect; nearly all actives have a fitted effect of over 50% in size
#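 Readout is BacTiter-Glo luminescence of cell growth, so inhibitors register as activators. TDP-43-expressing yeast at OD600=0.02 in galactose medium, after raffinose pregrowth to mid-log, were incubated with compound for 24 hr at 30 deg C.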
# D3 ag: qHTS of D3 Dopamine Receptor Agonist: qHTS | D(3) dopamine receptor (Homo sapiens), P35462 | D3R DiscoveRx beta-arrestin cells, luminescence, 90 min | max activation, % | 410,000 compounds, 0.58% hits; in the data active means max activation above about 30%; further: 0% is about no effect; mostly tested at two doses, the higher about 12 µM
#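 Agonist mode: compounds and dopamine controls were applied to plated cells for 90 min at 37 degrees C after an overnight attachment at 1500 cells/well. Luminescent read-out followed 30 - 60 minutes at room temperature with DiscoveRx detection reagent.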
# HEK293 tox: qHTS of GLP-1 Receptor Inverse Agonists: Cytotox Screen. 410,000 compounds, 0.13% hits. Potency, µM (doses to about 38.3 µM), for the others: at the highest dose activity change, negative = inhibition, actives largely listed as inhibitors. HEK293 cAMP-luciferase reporter cells, luminescence, 24 h;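 further: loss of luciferase light is scored as toxicity; potency means the concentration at half of the fitted maximal effect; on the % scale 0 is the no-effect control and ±100 the full control effect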
#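 Luminescence readout: signal drop marks cytotoxicity. Plated cells grew 12 h at 37 °C, 5% CO2, received 23 nL compound for 24 h, then got luciferase reagent, read after 12 min at RT.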
# aSyn yeast inh: qHTS of alpha-syn Inhibitors; Yeast expressing alpha-synuclein, growth rescue, BacTiter-Glo, 24 h; 370,000 compounds, 0.14% hits; Potency, µM (titrated, usually from 46.1 µM), for inactives: top-dose growth rescue (activation), hits mostly activators; further: potency means the concentration at half of the fitted maximal effect; % of control where 0% means no effect; nearly all actives have a fitted effect of over 65% in size
#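 Rescue of yeast growth: cells expressing toxic alpha-synuclein, induced in galactose at OD600 0.02, incubated with compound 24 h at 30 C. ATP luminescence quantified growth; inhibitors of toxicity appear as activators.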
# * marks the source's active call; other numbers are inactive results; i = inactive; u = inconclusive; x = no result given; & = joins results of further samples; [ ] = another dose, or the depositor's remark. Unless noted, the call rests on the fitted dose curve; in most records, active means well fitted curve in the direction sought with a large enough effect; inconclusive means small, poorly fitted or top-dose-only effect, or another doubt; inactive means no such curve, though single readings can be large; an effect the other way counts as inactive or inconclusive. The list is partial; the hit share may differ from the screen's.
1. CC(C)NC(=O)OC1CC2CC1[C@H]1CCCCN1C2=O (stereo partly drawn)
2. CCCC(=O)N1CCC1(C)C(=O)Nc1ccccn1 (stereo not drawn)
3. S=c1[nH]nc(-c2ccc3ccccc3n2)n1-c1ccccc1Cl
4. OC[C@H]1NC[C@@H](O)[C@@H]1O
5. COc1ccccc1CNC(=O)CC(c1ccc(C)cc1)N1Cc2ccccc2C1=O (stereo not drawn)
6. Cc1ccccc1C(=O)Nc1ccc2c(C#N)c3nc4ccccc4nc3n2c1
7. CO[C@H]1/C=C/O[C@@]2(C)Oc3c(C)c(O)c4c(O)c(c5c(c4c3C2=O)NC2(CCN(CC(C)C)CC2)N=5)=NC(=O)/C(C)=C\C=C\[C@H](C)[C@H](O)[C@@H](C)[C@@H](O)[C@@H](C)[C@H](OC(C)=O)[C@@H]1C
8. Cc1cc(C)c(S(=O)(=O)Nc2cccc(-c3cn4ccccc4n3)c2)c(C)c1
assay / entry	1	2	3	4	5	6	7	8
GLP-1R agonist	7%	1%	10%	21%	5%	-1%	10%&-5%	x
GLP-1R inv ag	58%[activator]	9%	10%	-7%	u	0%	-1%	15%
D3 antag	12	u	-17	-14	x	4	9	x
PTHR1 agonist	-20%	-1%	i	-24%	i	-1%	-21%	i
KB-V1 MDR tox	11%	-3%	-2%	3%	-4%	-9%	-29%	x
TDP43 rescue	0%	-16%	-10%	u	17%	9%	4%	6%
D3 ag	1	-19	-2	-7	-5	1	0	7
HEK293 tox	2%	-4%	-1%	2%	-5%	0%	-16%	-5%
aSyn yeast inh	-15%	-5%	-10%	4%&2%	u	-5%	-6%	x

9. COCCNC(=O)CCn1c(=O)c2cc(OC)c(OC)cc2n(CC(=O)Nc2ccc(Cl)cc2F)c1=O
10. CCOC(=O)c1cnc2c(Cl)cccc2c1NCCN1CCOCC1
11. O=C(NC1CCCC1)C(c1ccco1)N(C(=O)c1ccco1)c1ccc(F)cc1 (stereo not drawn)
12. COc1ccc(NC(=O)CSc2nc3ccccc3c3nc4ccccc4n23)cc1
13. CNC(=O)c1ccc(NC(=O)c2cccc(C(F)(F)F)c2)cc1
14. CCOC(=O)c1cc(-c2sc(NC(=O)c3ccccc3)nc2C)n(-c2ccc(Br)cc2)n1
15. c1ccc(Nc2nc(N3CCNCC3)nc(N3CCOCC3)n2)cc1
16. Cc1c(C(=O)N/N=C/c2ccccn2)nnn1-c1nonc1N
assay / entry	9	10	11	12	13	14	15	16
GLP-1R agonist	x	-3%&3%	6%	2%	7%	-2%	3%	6%
GLP-1R inv ag	8%	-10%&5%	u	3%	-13%	u	2.5µM*	8%
D3 antag	x	-4	-2	51	-7	24	-79*	13
PTHR1 agonist	0%	-4%	i	i	i	-23%	u	i
KB-V1 MDR tox	4%	u	u	u	-13%	u	u	-1%
TDP43 rescue	17%	28%&-4%	14%	-13%	7%	25%	-8%	0%
D3 ag	9	0&0	-24	8	1	-5	-1	2
HEK293 tox	41%[activator]	-3%&17%	4%	0%	-6%	-16%	80%[activator]	-1%
aSyn yeast inh	x	0%&12%	4%	-2%	0%	-2%	8%	5%

17. CCCC(=O)N1CCCC(c2cc(C(=O)NCc3ccccc3)no2)C1 (stereo not drawn)
18. Cn1c(=O)n(C)c2cc(/C=N/NC(=S)NCc3ccccc3)ccc21
19. O=C(/C=C/c1ccco1)c1cccc([N+](=O)[O-])c1
20. Cc1[nH]nc2c1C(c1cnn(C)c1)C(C#N)=C(N)O2 (stereo not drawn)
21. Cc1cc(OCC(=O)NC2CC(C)(C)NC(C)(C)C2)c(C)cc1Br
22. CCOC(=O)c1nn(-c2cccc(C)c2)cc1C(=O)c1ccccc1
23. CCCCC1C2C(=O)N(c3ccc(C)cc3)C(=O)C2ON1c1ccccc1 (stereo not drawn)
24. Cc1ccc(NC(=O)C2(c3ccccc3)CCOCC2)c([N+](=O)[O-])c1
assay / entry	17	18	19	20	21	22	23	24
GLP-1R agonist	18%	17%	-4%	1%	0%	2%	0%	20%
GLP-1R inv ag	5%	u	6%	-4%	4.5µM*	u	19%	3%
D3 antag	15	5	-19	-20	1	-18	-11	8
PTHR1 agonist	i	-9%	-43%[inhibitor]	-12%	i	-19%	-86%[inhibitor]	i
KB-V1 MDR tox	-6%	u	u	0%	u	15µM*	13%	0%
TDP43 rescue	23%	u	u	-11%	-10%	26%	28%	13%
D3 ag	11	4	7	-7	-5	3	-15	0
HEK293 tox	-1%	u	-19%	-3%	12%	-12%	18%	-23%
aSyn yeast inh	0%	0%	3%	0%	-2%	6%	13%	9%

25. Cc1nc2scc(C)n2c(=O)c1S(=O)(=O)N1CCN(c2ccc(F)cc2)CC1
26. CC(C)(C)C1=C[C@@H](CO)C[C@@H](CO)C1
27. COc1ccccc1CNC(=O)c1nnn(CC(=O)Nc2c(C)cccc2C)c1N
28. CS(=O)(=O)c1ccc(Cl)c(C(=O)O)c1
29. COc1ccccc1C(=O)NC(=O)CSc1nnc(C)s1
30. CC[C@@H]1C/C=C\Cc2ccccc2[C@@H](C(=O)C[C@@H](O)CC(C)=O)OC1=O
31. CCCCN(C)C(=O)C1CCC(CNS(=O)(=O)c2ccc3c(c2)CC(C)N3C(C)=O)CC1 (stereo not drawn)
32. CC1CCCN(Cc2cn3c(-c4cccc(Br)c4)nnc3s2)C1 (stereo not drawn)
assay / entry	25	26	27	28	29	30	31	32
GLP-1R agonist	2%	0%	x	1%	4%	12%	2%	2%
GLP-1R inv ag	19%	17%	6%	1%	4%	-5%	5%&-7%	-11%
D3 antag	-8	u	x	-10	17	0	20	x
PTHR1 agonist	i	i	-9%	i	i	-9%	-21%&-35%	-10%
KB-V1 MDR tox	2%	5%	x	-4%	21%	2%	2%	u
TDP43 rescue	7%	-2%	23%	-8%	u	-1%	-12%&25%	11%
D3 ag	1	7	-17	1	1	11	2&9	-15
HEK293 tox	-2%	5%	21%	0%	-4%	1%	-6%&12%	-11%
aSyn yeast inh	17%	6%	x	1%	1%	11%	4%	1%

# Entries from the list above that contain bromine:
14. CCOC(=O)c1cc(-c2sc(NC(=O)c3ccccc3)nc2C)n(-c2ccc(Br)cc2)n1
21. Cc1cc(OCC(=O)NC2CC(C)(C)NC(C)(C)C2)c(C)cc1Br
32. CC1CCCN(Cc2cn3c(-c4cccc(Br)c4)nnc3s2)C1 (stereo not drawn)
assay / entry	14	21	32
GLP-1R agonist	-2%	0%	2%
GLP-1R inv ag	u	4.5µM*	-11%
D3 antag	24	1	x
PTHR1 agonist	-23%	i	-10%
KB-V1 MDR tox	u	u	u
TDP43 rescue	25%	-10%	11%
D3 ag	-5	-5	-15
HEK293 tox	-16%	12%	-11%
aSyn yeast inh	-2%	-2%	1%

# Going on with the list.
33. COc1cccc(C2SCC(=O)N2c2ccc(Br)cc2)c1OC (stereo not drawn)
34. CCN(CC)CCN(Cc1cc2cc3c(cc2[nH]c1=O)OCCO3)C(=S)NC
35. Cc1ccc(N2C(=O)c3ccccc3C2Nc2ccccc2F)nc1 (stereo not drawn)
36. CC(=O)COc1cc2c(-c3cc4ccccc4o3)cc(=O)oc2cc1C
37. CC(C)C(NC(=O)/C=C/c1ccc(F)cc1)C(C)C
38. COc1ccccc1CNC1CCN(Cc2ccccc2)CC1
39. CN1CCN(S(=O)(=O)c2cccc(C(=O)Nc3nccs3)c2)CC1
40. O=C(CCC1N=C2c3ccccc3N=C(SCc3ccc(F)cc3)N2C1=O)NCc1ccco1 (stereo not drawn)
assay / entry	33	34	35	36	37	38	39	40
GLP-1R agonist	3%	0%	5%	-1%	12%	2%	9%	11%
GLP-1R inv ag	u	19%	u	31%[activator]	0%	u	-14%	1%
D3 antag	u	-17	24	25	-24	0	-25	11
PTHR1 agonist	-44%[inhibitor]	i	-12%	-8%	-14%[57.5 µM]	-5%	u	i
KB-V1 MDR tox	u	-19%	6%	-11%	0%	-6%	-3%	-19%
TDP43 rescue	u	-10%	u	0%	5%	4%	-24%	14%
D3 ag	-11	-5	2	6	-10	-8	-13	1
HEK293 tox	-1%	18%	4%	-4%	17%	-25%	3%	-15%
aSyn yeast inh	12%	-9%	5%	0%	-1%	-14%	u	8%

41. O=C1c2ccccc2C(=O)N1CCC1(O)C(c2ccccc2)=Nc2ccccc21 (stereo not drawn)
42. CC1CCN(C(=O)COc2coc(CN3CCc4ccccc43)cc2=O)CC1
43. COc1ccc(N2CCN(S(=O)(=O)CCNC(=O)C(c3ccccc3)c3ccccc3)CC2)cc1
44. CC(=O)Nc1ccc(C(=O)NNC(=O)CCc2ccccc2)cc1
45. Cc1ccc(/C=C/C(=O)c2ccc(N3CCOCC3)cc2)s1
46. O=C(Nc1ccccc1)C1CCCN1C(=O)Nc1ccccc1[N+](=O)[O-] (stereo not drawn)
assay / entry	41	42	43	44	45	46
GLP-1R agonist	-4%	-3%	x	-13%	2%	-1%
GLP-1R inv ag	17%	-19%	-5%	13%	13%	2%
D3 antag	54	-11	x	-16	-15	26
PTHR1 agonist	29%	-14%	-47%[inhibitor]	i	-42%	-30%
KB-V1 MDR tox	0%	0%	x	-2%	13%	-1%
TDP43 rescue	24%	5%	18%	-25%	u	20%
D3 ag	8	-5	-1	-2	-6	-6
HEK293 tox	2%	10%	1%	8%	-1%	-5%
aSyn yeast inh	2%	-3%	x	-1%	-9%	1%

# As entered above.
# entry 10 @ GLP-1R agonist = -3%&3%
# entry 5 @ GLP-1R agonist = 5%
# entry 18 @ PTHR1 agonist = -9%
